TcdB inh: TcdB glycohydrolase inhibitors, primary screen, biochemical, single point, plate reader; Toxin B (Clostridioides difficile), P18177; TcdB glycohydrolase enzymatic assay; inhibition, % at 9.99 µM; hit rate 0.24% among 350,000; AID 652162, 2013; in the data active = inhibition above about 10%
Target sequence (P18177 whole entry, looked up): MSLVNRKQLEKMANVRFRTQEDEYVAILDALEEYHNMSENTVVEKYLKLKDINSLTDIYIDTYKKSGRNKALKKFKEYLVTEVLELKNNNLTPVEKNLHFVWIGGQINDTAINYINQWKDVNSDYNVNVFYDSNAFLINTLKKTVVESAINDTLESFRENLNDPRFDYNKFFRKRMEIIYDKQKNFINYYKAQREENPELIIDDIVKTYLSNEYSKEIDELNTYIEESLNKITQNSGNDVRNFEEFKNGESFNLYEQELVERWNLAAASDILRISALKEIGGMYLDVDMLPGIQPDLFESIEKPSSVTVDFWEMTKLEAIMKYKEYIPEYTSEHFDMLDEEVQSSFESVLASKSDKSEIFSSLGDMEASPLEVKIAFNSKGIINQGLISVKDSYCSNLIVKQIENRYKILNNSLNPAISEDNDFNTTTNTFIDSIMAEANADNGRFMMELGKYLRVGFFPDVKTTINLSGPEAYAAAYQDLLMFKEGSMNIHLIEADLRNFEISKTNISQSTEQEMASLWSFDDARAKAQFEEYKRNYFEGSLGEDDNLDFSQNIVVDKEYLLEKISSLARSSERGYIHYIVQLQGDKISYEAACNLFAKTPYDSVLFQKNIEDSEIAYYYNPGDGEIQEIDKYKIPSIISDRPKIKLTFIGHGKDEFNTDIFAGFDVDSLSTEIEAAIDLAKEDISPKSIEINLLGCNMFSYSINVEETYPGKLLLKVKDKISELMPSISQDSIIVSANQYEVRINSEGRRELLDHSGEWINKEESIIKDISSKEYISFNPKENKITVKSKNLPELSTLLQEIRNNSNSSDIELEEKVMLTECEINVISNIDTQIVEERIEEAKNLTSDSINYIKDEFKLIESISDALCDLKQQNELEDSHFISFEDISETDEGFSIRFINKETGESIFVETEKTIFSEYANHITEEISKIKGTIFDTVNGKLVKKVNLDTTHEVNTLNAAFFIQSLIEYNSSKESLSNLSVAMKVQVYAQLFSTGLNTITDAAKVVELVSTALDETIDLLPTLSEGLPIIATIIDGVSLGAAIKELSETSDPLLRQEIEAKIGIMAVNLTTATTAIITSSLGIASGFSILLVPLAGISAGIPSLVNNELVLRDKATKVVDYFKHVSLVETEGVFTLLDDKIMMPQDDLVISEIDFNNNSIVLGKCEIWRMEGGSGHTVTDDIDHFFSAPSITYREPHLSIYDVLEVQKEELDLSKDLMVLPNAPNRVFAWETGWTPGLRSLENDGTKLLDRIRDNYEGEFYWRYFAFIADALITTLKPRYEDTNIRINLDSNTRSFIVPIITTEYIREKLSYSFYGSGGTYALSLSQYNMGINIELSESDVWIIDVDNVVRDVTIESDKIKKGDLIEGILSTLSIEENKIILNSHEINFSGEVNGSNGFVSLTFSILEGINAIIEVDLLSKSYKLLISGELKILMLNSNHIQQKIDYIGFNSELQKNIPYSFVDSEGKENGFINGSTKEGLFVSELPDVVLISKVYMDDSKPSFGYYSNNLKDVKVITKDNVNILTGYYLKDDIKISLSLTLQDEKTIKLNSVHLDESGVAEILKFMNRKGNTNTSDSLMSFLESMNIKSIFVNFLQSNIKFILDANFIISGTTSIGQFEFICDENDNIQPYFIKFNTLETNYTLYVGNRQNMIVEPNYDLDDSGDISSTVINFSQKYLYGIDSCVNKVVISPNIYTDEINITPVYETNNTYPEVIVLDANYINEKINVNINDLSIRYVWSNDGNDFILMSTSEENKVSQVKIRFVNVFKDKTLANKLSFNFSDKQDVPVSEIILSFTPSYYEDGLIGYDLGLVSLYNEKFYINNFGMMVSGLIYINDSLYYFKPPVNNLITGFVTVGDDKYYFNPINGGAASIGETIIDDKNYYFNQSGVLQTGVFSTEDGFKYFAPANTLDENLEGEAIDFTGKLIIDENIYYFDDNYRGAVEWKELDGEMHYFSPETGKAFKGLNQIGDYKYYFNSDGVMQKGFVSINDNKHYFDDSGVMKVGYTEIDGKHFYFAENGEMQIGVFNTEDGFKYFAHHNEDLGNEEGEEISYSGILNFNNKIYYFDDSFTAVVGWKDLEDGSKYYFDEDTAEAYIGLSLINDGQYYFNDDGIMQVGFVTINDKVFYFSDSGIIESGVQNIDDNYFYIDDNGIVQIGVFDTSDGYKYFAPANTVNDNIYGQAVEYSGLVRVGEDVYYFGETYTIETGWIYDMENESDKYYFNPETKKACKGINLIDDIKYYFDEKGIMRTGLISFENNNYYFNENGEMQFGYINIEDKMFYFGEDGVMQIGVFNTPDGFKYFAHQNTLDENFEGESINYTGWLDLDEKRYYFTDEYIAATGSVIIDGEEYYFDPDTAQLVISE
* = called active by the depositor.

Results for O=P(OCCCl)(OCCCl)OCCCl ?
TcdB inh: -0.1

What do the screens show for `O=C(C[C@@H]1C=C[C@H](NC(=O)CC2CC2)[C@@H](CO)O1)NCc1ccc(Cl)cc1`?
TcdB inh: -4.0

Results for Cc1noc(C)c1NC(=O)Nc1cccc2c1O[C@H](CN(C)Cc1ccc(C(=O)Nc3ccccc3N)cc1)[C@H](C)CN([C@H](C)CO)C2=O ?
TcdB inh: -1.0

Results for COc1cccc(-c2cnc3c(c2)C(=O)N([C@@H](C)CO)C[C@@H](C)[C@H](CN(C)Cc2cccnc2)O3)c1 ?
TcdB inh: 1.0

How did C[C@@H]1CN([C@@H](C)CO)C(=O)c2cc(NC(=O)Nc3ccc4c(c3)OCO4)ccc2O[C@@H]1CN(C)C(=O)Nc1ccc2c(c1)OCO2 do in these assays?
TcdB inh: -1.0

Results for Cc1noc(C)c1NC(=O)Nc1ccc2c(c1)C(=O)N([C@@H](C)CO)C[C@H](C)[C@@H](CN(C)C(=O)Nc1ccc(C(F)(F)F)cc1)OCCCC[C@H](C)O2 ?
TcdB inh: 0.8

What do the screens show for `CC(=O)N(C)C[C@H]1Oc2ncc(C#Cc3cccc(F)c3)cc2C(=O)N([C@@H](C)CO)C[C@H]1C`?
TcdB inh: 0.1

Results for COCC(=O)N1[C@@H](C#N)[C@@H](c2ccc(-c3cccc(F)c3)cc2)[C@@H]1CO ?
TcdB inh: 0.7

How did CCCC#Cc1ccc([C@H]2[C@H]3CN(Cc4cncnc4)CCCCN3[C@H]2CO)cc1 do in these assays?
TcdB inh: -1.5

Results for CO[C@@H]1CN(C)C(=O)c2cc(NC(=O)Nc3c(C)noc3C)ccc2OC[C@H](C)N(CCC(F)(F)F)C[C@H]1C ?
TcdB inh: 0.3

Results for CO[C@@H]1CN(C)C(=O)c2cc(NS(=O)(=O)c3cccc(Cl)c3)ccc2OC[C@H](C)NC[C@@H]1C ?
TcdB inh: 0.0

How did CCCc1cn(CC[C@@H]2CC[C@@H](NS(=O)(=O)c3ccc(-c4ccccc4)cc3)[C@H](CO)O2)nn1 do in these assays?
TcdB inh: -0.1

What do the screens show for `CO[C@H]1CN(C)C(=O)c2cc(NC(=O)Nc3ccccc3Cl)ccc2OC[C@@H](C)NC[C@H]1C`?
TcdB inh: -6.4

Results for Cc1noc(C)c1NC(=O)Nc1ccc2c(c1)CC(=O)N([C@@H](C)CO)C[C@@H](C)[C@H](CN(C)S(=O)(=O)c1ccc(F)cc1)O2 ?
TcdB inh: 0.2

Results for C[C@@H]1CN([C@H](C)CO)C(=O)c2cc(NC(=O)Nc3ccc4c(c3)OCO4)ccc2O[C@H]1CN(C)Cc1ccc(Oc2ccccc2)cc1 ?
TcdB inh: -0.3

What do the screens show for `CN1CCCCN2[C@H](CO)[C@H](c3ccc(-c4cccnc4)cc3)[C@H]2C1`?
TcdB inh: 0.0

What do the screens show for `C[C@H](CO)N1C[C@H](C)[C@H](CN(C)S(=O)(=O)c2ccc(F)cc2)OCCCC[C@H](C)Oc2ccc(NC(=O)Nc3ccc(C(F)(F)F)cc3)cc2C1=O`?
TcdB inh: -0.7

What do the screens show for `COc1cccc(NC(=O)N2C[C@@H](O)COC[C@@H]3O[C@@H](CC(=O)NC4CCCC4)CC[C@H]32)c1`?
TcdB inh: -2.0

Results for COCCN1C(=O)CCC1(C)c1nnnn1-c1ccc2ccccc2c1 (configuration not stated) ?
TcdB inh: 1.2

What do the screens show for `CCC(=O)N(C)C[C@@H]1Oc2cc(-c3ccc(OC)cc3)ccc2S(=O)(=O)N([C@H](C)CO)C[C@@H]1C`?
TcdB inh: 2.4

What do the screens show for `C[C@@H]1CN([C@H](C)CO)C(=O)c2cc(NS(=O)(=O)c3ccc(F)cc3)ccc2O[C@@H]1CN(C)C(=O)Nc1ccc(F)cc1`?
TcdB inh: 0.0

Results for C[C@@H]1CN([C@@H](C)CO)C(=O)c2cc(-c3ccc(F)cc3)cnc2O[C@H]1CN(C)C(=O)CN(C)C ?
TcdB inh: 0.3

Results for C[C@@H]1CN([C@@H](C)CO)C(=O)c2cc(C#Cc3cccc(F)c3)cnc2O[C@H]1CN(C)Cc1ccccn1 ?
TcdB inh: -2.5

How did C[C@@H]1CN([C@@H](C)CO)C(=O)c2cc(NS(=O)(=O)c3ccccc3)ccc2O[C@@H]1CN(C)Cc1ccc(Oc2ccccc2)cc1 do in these assays?
TcdB inh: 0.0

How did CO[C@@H]1CN(C)C(=O)c2ccc(NC(=O)Cc3ccccc3)cc2OC[C@@H](C)N(CCc2ccccc2)C[C@H]1C do in these assays?
TcdB inh: -0.1

How did C[C@@H]1CN([C@H](C)CO)C(=O)Cc2cc(NS(=O)(=O)c3cn(C)cn3)ccc2O[C@H]1CN(C)CC1CC1 do in these assays?
TcdB inh: -2.3

How did C/C=C/c1cnc2c(c1)C(=O)N([C@@H](C)CO)C[C@@H](C)[C@H](CN(C)C(=O)NCCC)O2 do in these assays?
TcdB inh: -8.6

Results for O=C(NC[C@H]1N[C@H](CO)[C@H]1c1ccc(-c2ccccc2F)cc1)c1ccccn1 ?
TcdB inh: -0.8

What do the screens show for `C[C@H](NC(=O)C[C@H]1CC[C@H](NC(=O)C2CCC2)[C@H](CO)O1)c1ccccc1`?
TcdB inh: -0.2

What do the screens show for `Cc1ccc(-c2ccc3c(c2)O[C@H](CN(C)C(=O)Nc2ccc(F)cc2)[C@@H](C)CN([C@H](C)CO)S3(=O)=O)cc1`?
TcdB inh: -0.7

How did CN(C)C(=O)C[C@H]1CC[C@H]2[C@@H](COC[C@@H](O)CN2CC2CCOCC2)O1 do in these assays?
TcdB inh: -0.4

Results for C[C@H](CO)N1C[C@H](C)[C@@H](CN(C)Cc2ccc3c(c2)OCO3)Oc2c(NC(=O)c3cnccn3)cccc2C1=O ?
TcdB inh: -0.1

How did Cc1noc(C)c1S(=O)(=O)N(C)C[C@@H]1Oc2ccc(NS(C)(=O)=O)cc2C(=O)N([C@@H](C)CO)C[C@@H]1C do in these assays?
TcdB inh: -0.6

Results for C[C@@H]1CN([C@@H](C)CO)C(=O)c2cc(NC(=O)Nc3ccc4c(c3)OCO4)ccc2O[C@@H](C)CCCCO[C@@H]1CN(C)C ?
TcdB inh: -1.6

Results for C[C@@H]1CN([C@@H](C)CO)C(=O)c2cccc(NC(=O)Nc3ccc(F)cc3)c2O[C@@H]1CN(C)Cc1ccc(Cl)c(Cl)c1 ?
TcdB inh: 0.7

Results for C[C@@H]1CN([C@@H](C)CO)C(=O)Cc2cc(NS(=O)(=O)c3ccccc3)ccc2O[C@@H]1CN(C)Cc1ccncc1 ?
TcdB inh: 1.6

Results for COc1ccc2c3c([nH]c2c1)[C@@H](CO)N(C(=O)C1CC1)CC31CCN(S(C)(=O)=O)CC1 ?
TcdB inh: 1.2

Results for COc1ccc(-c2ccc([C@@H]3[C@@H](CO)N4CCCCN(CC5CCOCC5)C[C@H]34)cc2)cc1 ?
TcdB inh: 0.1

How did C[C@@H]1CN([C@H](C)CO)C(=O)c2cccc(NS(=O)(=O)c3ccc(Cl)cc3)c2O[C@@H]1CN(C)C(=O)NC1CCCCC1 do in these assays?
TcdB inh: -2.6

What do the screens show for `O=C(NCC(F)(F)F)[C@H]1[C@H](CO)[C@H]2Cn3c(cccc3=O)[C@H]2N1C(=O)C1CCCC1`?
TcdB inh: -13

Ordered by number of heavy atoms (largest number first): 5 of the compounds above
Results for Cc1noc(C)c1NC(=O)Nc1cccc2c1O[C@H](CN(C)Cc1ccc(C(=O)Nc3ccccc3N)cc1)[C@H](C)CN([C@H](C)CO)C2=O ?
TcdB inh: -1.0

How did C[C@@H]1CN([C@@H](C)CO)C(=O)c2cc(NC(=O)Nc3ccc4c(c3)OCO4)ccc2O[C@@H]1CN(C)C(=O)Nc1ccc2c(c1)OCO2 do in these assays?
TcdB inh: -1.0

Results for C[C@@H]1CN([C@@H](C)CO)C(=O)c2cccc(NC(=O)Nc3ccc(F)cc3)c2O[C@@H]1CN(C)Cc1ccc(Cl)c(Cl)c1 ?
TcdB inh: 0.7

How did Cc1noc(C)c1S(=O)(=O)N(C)C[C@@H]1Oc2ccc(NS(C)(=O)=O)cc2C(=O)N([C@@H](C)CO)C[C@@H]1C do in these assays?
TcdB inh: -0.6

What do the screens show for `CC(=O)N(C)C[C@H]1Oc2ncc(C#Cc3cccc(F)c3)cc2C(=O)N([C@@H](C)CO)C[C@H]1C`?
TcdB inh: 0.1

Next results follow:
Results for C[C@@H]1CCCCO[C@@H](CN(C)Cc2ccncc2)[C@@H](C)CN([C@H](C)CO)C(=O)c2cc(NC(=O)NC3CCCCC3)ccc2O1 ?
TcdB inh: -0.4

What do the screens show for `C[C@@H]1CN([C@H](C)CO)S(=O)(=O)c2ccc(C#C[C@@H](C)O)cc2O[C@H]1CN(C)C(=O)C1CC1`?
TcdB inh: -0.2

What do the screens show for `COCC#Cc1ccc(CC[C@H]2O[C@H]3CC[C@@H](CO)O[C@H]3C[C@@H]2n2cc(C3CC3)nn2)cc1`?
TcdB inh: -1.2

What do the screens show for `C[C@H](CO)N1C[C@H](C)[C@H](CN(C)Cc2ccc3c(c2)OCO3)Oc2ccc(NC(=O)CCCN(C)C)cc2C1=O`?
TcdB inh: 1.9

How did COC(=O)Cc1nnn2c1CC(OC)c1ccccc1-2 (configuration not stated) do in these assays?
TcdB inh: 1.2

How did Cc1ccc(S(=O)(=O)Nc2ccc3c(c2)C(=O)N([C@@H](C)CO)C[C@H](C)[C@@H](CN(C)S(=O)(=O)c2c(C)noc2C)OCCCC[C@@H](C)O3)cc1 do in these assays?
TcdB inh: -0.5

What do the screens show for `C[C@H](CO)N1C[C@H](C)[C@H](CN(C)S(=O)(=O)c2ccc(F)cc2)Oc2c(NC(=O)NC3CCCCC3)cccc2C1=O`?
TcdB inh: 0.0

How did C[C@H](CO)N1C[C@H](C)[C@H](CN(C)CC2CCCCC2)Oc2ccc(NC(=O)Nc3ccc(C(F)(F)F)cc3)cc2CC1=O do in these assays?
TcdB inh: -1.9

What do the screens show for `C[C@H](O)C#Cc1cnc2c(c1)C(=O)N([C@@H](C)CO)C[C@H](C)[C@@H](CN(C)CC1CCCCC1)O2`?
TcdB inh: 0.0

What do the screens show for `COc1ccc(C(=O)C[C@@H]2OC[C@H](C)N2S(=O)(=O)c2ccc(C)cc2)cc1OC`?
TcdB inh: 1.2

How did C[C@H]1CN([C@@H](C)CO)C(=O)c2cccc(NC(=O)Nc3ccc(F)cc3)c2O[C@H]1CN(C)Cc1ccc2c(c1)OCO2 do in these assays?
TcdB inh: 0.1

What do the screens show for `COCC(=O)N(C)C[C@H]1Oc2cc(Br)ccc2S(=O)(=O)N([C@H](C)CO)C[C@@H]1C`?
TcdB inh: -1.2

How did CO[C@H]1CC[C@@H]2CCOc3c(C#N)cccc3C(=O)N(C)C[C@H](OC)[C@@H](C)C(=O)N(C)C[C@@H]1O2 do in these assays?
TcdB inh: -0.6

What do the screens show for `O=C(N[C@H](Cc1ccccc1)C(=O)N1CCN(C(=O)N2CCOCC2)CC1)[C@H]1O[C@@H](n2ccc(=O)[nH]c2=O)[C@H](O)[C@@H]1O`?
TcdB inh: 1.9

Results for Cc1noc(C)c1NC(=O)N(C)C[C@H]1Oc2ccc(NS(=O)(=O)c3ccc(Cl)cc3)cc2C(=O)N([C@@H](C)CO)C[C@H]1C ?
TcdB inh: -1.4

How did Cc1ccc(S(=O)(=O)Nc2ccc3c(c2)C(=O)N([C@H](C)CO)C[C@@H](C)[C@@H](CN(C)Cc2ccc(C(=O)O)cc2)OCCCC[C@H](C)O3)cc1 do in these assays?
TcdB inh: -0.7

How did CCS(=O)(=O)N1CC(=O)N2[C@H](CO)[C@@H](c3ccc(C#CC4CCCCC4)cc3)[C@@H]2C1 do in these assays?
TcdB inh: 0.7

How did CN(C)CCCNC(=O)[C@H]1[C@H](CO)[C@H]2Cn3c(ccc(C4=CCCCC4)c3=O)[C@@H]1N2Cc1cocn1 do in these assays?
TcdB inh: 0.8

How did CCNC(=O)C[C@H]1CC[C@@H](NC(=O)NC2CCCCC2)[C@@H](CO)O1 do in these assays?
TcdB inh: -0.4

How did O=C(Nc1ccc2c(c1)[C@H]1C[C@@H](CC(=O)N3CCCCC3)O[C@@H](CO)[C@H]1O2)c1ccc2c(c1)OCO2 do in these assays?
TcdB inh: 1.5

Quoted at random: two records from the list, in no set order.
Results for C[C@@H]1CN([C@@H](C)CO)C(=O)Cc2cc(NS(=O)(=O)c3ccccc3)ccc2O[C@@H]1CN(C)Cc1ccncc1 ?
TcdB inh: 1.6

What do the screens show for `COc1cccc(NC(=O)N2C[C@@H](O)COC[C@@H]3O[C@@H](CC(=O)NC4CCCC4)CC[C@H]32)c1`?
TcdB inh: -2.0

Next records follow.
How did C[C@H]1CN([C@@H](C)CO)C(=O)Cc2cc(NS(=O)(=O)c3cccs3)ccc2O[C@H]1CN(C)S(=O)(=O)c1ccc(F)cc1 do in these assays?
TcdB inh: 0.0

What do the screens show for `CC(=O)N1[C@@H]2Cn3c(ccc(C4=CCCC4)c3=O)[C@H]1[C@@H](C(=O)N[C@@H](C)c1ccccc1)[C@@H]2CO`?
TcdB inh: -0.1

How did O=C(Nc1ccc2c(c1)[C@H]1C[C@H](CC(=O)N3CCc4ccccc4C3)O[C@H](CO)[C@H]1O2)Nc1ccccc1F do in these assays?
TcdB inh: -2.0

What do the screens show for `O=C(C[C@H]1CC[C@@H](NS(=O)(=O)c2ccc(F)cc2)[C@@H](CO)O1)NCc1ccncn1`?
TcdB inh: -0.3

Results for C[C@@H]1CN([C@@H](C)CO)C(=O)c2cc(NC(=O)C3CC3)ccc2O[C@@H]1CN(C)C(=O)Nc1cccc2ccccc12 ?
TcdB inh: 0.1

How did COc1ccc(NC(=O)Nc2ccc3c(c2)C(=O)N([C@@H](C)CO)C[C@@H](C)[C@@H](CN(C)S(=O)(=O)c2ccc(F)cc2)OCCCC[C@H](C)O3)cc1 do in these assays?
TcdB inh: 0.4

What do the screens show for `C[C@@H](NC(=O)C[C@H]1C[C@@H]2c3cc(NC(=O)CN(C)C)ccc3O[C@@H]2[C@@H](CO)O1)c1ccccc1`?
TcdB inh: 0.1

How did C[C@H](CO)N1C[C@H](C)[C@@H](CN(C)Cc2ccncc2)Oc2ccc(NS(=O)(=O)c3cn(C)cn3)cc2CC1=O do in these assays?
TcdB inh: -1.9

How did C[C@@H]1CN([C@H](C)CO)C(=O)c2cc(NS(C)(=O)=O)ccc2O[C@@H](C)CCCCO[C@@H]1CN(C)S(=O)(=O)c1ccccc1 do in these assays?
TcdB inh: -1.6

What do the screens show for `COCCNC(=O)C[C@@H]1CC[C@@H]2[C@H](COc3ccc(NS(=O)(=O)c4ccc(Cl)cc4)cc3C(=O)N2C)O1`?
TcdB inh: 2.0

Assay outcomes: PubChem BioAssay, Broad Institute

Some of the compounds tested (hit frequency here may not be typical).
